SSB-PriA inh = K. pneumoniae PriA-SSBct interaction inhibition | AlphaScreen SSBct-PriA binding, biotinylated peptide | inhibition, % at 33 µM | 430,000 compounds, 0.6% hits; in the data active means inhibition mostly above about 37%, no sharp cut-off; inactive means mostly below about 20%;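 further: plate controls were negative control peptide for no effect and reference peptide for full effect; strong numbers were not always called active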
Numbers without * were called inactive; & = joins results of further samples. Only part of the results is shown. The share of hits here may be higher or lower than overall.

SMILES | SSB-PriA inh
CCOC(=O)C1CCc2sc(NC(=O)c3ccc(NC(=O)c4cn(C)nc4OC)cc3)nc21 (stereo not given) | -12
CC(=O)NCC#CCN1CCCCC1 | -7
CSc1ccc2nc(N(Cc3cccnc3)C(=O)c3ccc(C(C)(C)C)cc3)sc2c1 | 2
COc1ccc(C=NNC(=O)CC(=O)NN=Cc2ccc(OC)cc2)cc1 | -12
COc1ccccc1CNC(=O)Cn1cnc2c([nH]c3ccc(C)cc32)c1=O | 1
COc1cccc(NC(=O)CSc2ncnc3c2cnn3-c2ccccc2)c1 | -19
CCOc1ccc(C=NNC(=O)c2ccc(Cn3cc([N+](=O)[O-])cn3)o2)cc1 | -5
Cc1cc(C)nc(SCc2n[nH]c(=S)o2)n1 | -3
O=S(=O)(C1CC1)N1CCN(c2cc(N3CCCCC3)ncn2)CC1 | -3
CS(=O)(=O)N1CCCC1C(=O)Nc1nc2ccc(Cl)cc2s1 (stereo not given) | -4
C[C@H]1CC=C[C@H]2[C@H](O)[C@H](C)[C@@](C)(O)[C@H]3[C@H](Cc4ccccc4)NC(=O)[C@]32[C@H](O)C=C[C@](C)(O)C1 | -4
CS(=O)(=O)NCCn1ccc(C(F)(F)F)n1 | -10

SMILES | SSB-PriA inh
CC(CCc1ccc2c(c1)OCO2)=NNC(=S)NC(C)C | 2
CC(=NO)C(C)(C)Nc1cccc(F)c1 | -11
CSc1ccccc1-c1nnc(NC(=O)c2ccc3c(c2)CCCC3)o1 | 4
O=C(NCCn1ccnc1-c1cnccn1)NCc1cccs1 | 42
CCCC(=O)Nc1ccc2c(c1)N(C(=O)CC)CCC2 | -11
Cc1csc(=NC(=S)Nc2ccccc2)n1C | 5
COc1ccccc1C=NNC(=O)CCSc1ccccc1 | -7
CCCCc1ccc(NS(=O)(=O)c2ccc3c4c(cccc24)C(=O)N3)cc1 | 4&-11
Cc1cc(=O)[nH]c(-n2nc(-c3cccs3)cc2NC(=O)COc2ccc(Cl)cc2Cl)n1 | 1
CCOC(=O)c1c(-c2ccc(C)cc2)csc1NC(=O)CSc1nnnn1-c1ccccc1 | -9
O=C(NN=Cc1c[nH]c2ccccc12)c1cccc([N+](=O)[O-])c1 | -1
CN(C)C(CNC(=O)Cc1cccs1)c1ccsc1 (stereo not given) | 7

SMILES | SSB-PriA inh
O=C(Cn1ncn2nc(-c3ccc(Cl)cc3)cc2c1=O)Nc1ccc2c(c1)OCCO2 | 9
CC(C)(C)c1ccc(C(=O)N2CCC(c3nc4ccccc4[nH]3)CC2)cc1 | -5
Cc1ccc2sc(NC(=O)c3ccc(N(C)C)cc3)nc2c1C | -8
Cc1cc(C)nc(OC2CCC(NC(=O)N3CCOCC3)CC2)n1 (stereo not given) | -5
O=C(Nc1cnc2ccnn2c1)[C@H]1CC(=O)N(c2ccc(F)cc2)C1 | -16
Cc1cc(C)nc(NN=Cc2ccccc2OCC(=O)O)n1 | -14
Cc1c(C(=O)NC2CCN(c3ccc(C(F)(F)F)cn3)C2)cnn1-c1ccccc1 (stereo not given) | 8
CCOC(=O)c1cc2c(=O)n3ccccc3nc2n(CC2CCCO2)c1=NC(=O)c1ccc(Br)cc1 (stereo not given) | -6
Cc1cc(-c2n[nH]c(=S)n2N=Cc2cc([N+](=O)[O-])ccc2Cl)n[nH]1 | 4
COC(CNC(=O)NC(c1ccccc1)c1ccccc1)c1ccccc1C (stereo not given) | -3
CCOc1cc(C2c3sc(=O)[nH]c3SC3C4CCC(C4)C23)ccc1O (stereo not given) | -6
CCOc1ccc(CC(=O)N2CCN(CCn3ccnc3-c3ccccc3)CC2)cc1 | -11

SMILES | SSB-PriA inh
O=C(COc1cc(=O)n2ccccc2n1)Nc1ccc(OC(F)(F)F)cc1 | -15
CCOC(=O)CCC(=O)Nc1cc(C)nn1-c1nc(-c2ccccc2)cs1 | -10&-4
Cc1oc2ccc(OCc3ccc(F)cc3Cl)cc2c1C(=O)OC(C)C | -9
COCCN=c1scc(-c2ccccc2)n1N=Cc1c[nH]c2ccccc12 | 51*
Cc1ccc(C=NNC(=O)c2ccc(-n3cnnn3)cc2)cc1 | -5
CC(C)(C)c1nn2cnnc2n(N=Cc2ccccc2)c1=O | 0
CCN(Cc1cnc2ccccn12)C(=O)C1c2ccccc2Oc2ccccc21 | 32
c1ccc(-c2csc3ncnc(Sc4ccc5c(c4)OCCO5)c23)cc1 | -14
N#Cc1nccnc1N1CCC(CNC(=O)C2c3ccccc3Oc3ccccc32)CC1 | 1
COc1cc2c(cc1OC)C(C)N(C(=O)NC1CC(=O)N(c3ccc(F)cc3)C1)CC2 (stereo not given) | 5
COc1ccc(Nc2nnc(Cc3ccc(C(C)C)cc3)c(=O)[nH]2)cc1OC | 2
C=CCNC(=S)Nc1ccc(NC(C)=O)cc1 | 0

SMILES | SSB-PriA inh
CC1(C)COc2ccc(NS(=O)(=O)c3ccc(-c4ccccc4)cc3)cc2NC1=O | 7
Cc1cncnc1N1CCN(C(=O)NCCCc2ccccc2)CC1 | -5
Cn1nccc1C(=O)Nc1nc2c(Cl)cccc2s1 | -4
O=S(=O)(NCCn1ccn2nc(-c3ccco3)cc12)C1CC1 | -10
O=C(NCCCn1ccnc1)Nc1ccccc1 | 53
Cn1c(=O)c2sccc2n2c(CCC(=O)NCCc3c[nH]c4ccccc34)nnc12 | 0
Cc1ccc(N2CCCC(C(=O)Nc3ccccc3Cl)C2)nn1 (stereo not given) | 3
Cc1c(Cc2ccccc2Cl)c(NCCN(C)C)n2c(nc3ccccc32)c1C#N | 1
Cc1cc(C)c2nc(NC(=O)c3ccc([N+](=O)[O-])s3)sc2c1 | -19
NC(=O)/C=C/C(=O)NCc1ccccc1 | 5
COCCNC(=O)C(=O)NCCN1CCN(c2ccc(F)cc2)CC1 | -13
CSCC(C)(O)CNS(=O)(=O)c1ccc2oc(=O)n(C)c2c1 (stereo not given) | -2

SMILES | SSB-PriA inh
C=CCOc1ccc(C(O)=C2C(=O)C(=O)N(CCCn3ccnc3)C2c2ccco2)cc1 (stereo not given) | -10
COc1ccc(NC(=O)N(C2=NCCC2)c2ccc(OC)c(Cl)c2)cc1 | -1
CCOc1ccc(NC(=O)CSc2nnc(-c3cccn(C)c3=O)n2CC)cc1 | -11
O=C(NCCc1ccncc1)[C@H]1CCc2nc[nH]c2C1 | -16
O=C(NCCc1csc(-c2ccccc2)n1)c1ccc(-n2cccn2)nn1 | 2
O=C(CSc1ccc(S(=O)(=O)c2ccccc2)nn1)Nc1cccc(Br)c1 | -6
COc1ccc(S(=O)(=O)N2CCN(c3cccc(C(F)(F)F)c3)CC2)c2ccccc12 | -2
O=C(CC(NCCCO)C(=O)O)Nc1cccc2ccccc12 (stereo not given) | 10
Cc1ccc(Nc2ccc(NC(=O)Cc3ccccc3)cc2)nn1 | -2
CS(=O)(=O)c1ccc(Nc2nc(CC(=O)N3CCc4ccccc4C3)cs2)cc1 | 16
Cc1cccc(Cn2cnc3c(cnn3CCNC(=O)COc3ccccc3C)c2=O)c1 | 11
Cc1nnc(NC(=O)c2cc(=O)c(OCC(=O)Nc3ccccc3)co2)s1 | -2

SMILES | SSB-PriA inh
O=C(NCCc1ccc(N2CCCC2)cc1)c1c(F)cccc1Cl | -20
CSc1ncccc1C(=O)N1CCC(S(C)(=O)=O)CC1 | -12
COc1ccc(C(=O)N2CCN(S(=O)(=O)c3ccc(NC(C)=O)cc3)CC2)cc1 | -5
Cc1cc(=O)n2c(-c3cccc(NC(=O)c4ccccc4C)c3)csc2n1 | 0
CC1=C(C(=O)Nc2ccccc2)C(c2ccco2)C(C#N)=C(SCC(=O)Nc2cccc(S(=O)(=O)N(C)C)c2)N1 (stereo not given) | -13
Cc1cc(C)nc(NS(=O)(=O)c2ccc(NC(=O)CSc3nc(-c4ccccc4)c(-c4ccccc4)o3)cc2)n1 | -12&5
COc1ccc(C)cc1Nc1nc(C(=O)NC2CC2)cs1 | -8
CS(=O)(=O)c1ccc2nc(NC(=O)CCCN3C(=O)c4cccc5cccc(c45)C3=O)sc2c1 | -8
COc1ccc(Cl)cc1NC(=O)Nc1ccc2c(c1)CCCN2C(=O)c1cccs1 | -1
COc1ccc(C(=O)/C=C/c2cc3cc(C)ccc3nc2Cl)cc1 | 5
N#Cc1cnc(N)c2ncccc12 | -4
Cn1nccc1C(=O)NC1CCN(c2ccc(-c3ccccc3Cl)nn2)CC1 | -12

SMILES | SSB-PriA inh
COc1cc(S(=O)(=O)N2CCC(C(N)=O)CC2)c(OC)cc1Br | 8
Cc1cc(NN=Cc2ccccc2Br)nc2ccccc12 | -14
Cc1ccc(S(=O)(=O)Nc2ccccc2C(=O)Nc2ccc3c4c(cccc24)CC3)cc1 | -20
Cn1c(=O)c2cc(C(=O)NCCN3CCOCC3)n(Cc3ccco3)c2n(C)c1=O | -3
CCOC(=O)c1c(NC(=O)CN2CCN(c3ccc(F)cc3)CC2)sc2c1CCCC2 | -10
C=CCN1C(=O)/C(=C/c2cccs2)SC1=NS(=O)(=O)c1ccccc1 | 4
Cc1cn2nc(C(=O)NCc3cc(F)ccc3F)cc2c(=O)[nH]1 | 2
C[C@H]1CN(C)CCN1CC1CCN(C(=O)c2cccc(Cl)c2)CC1 | -3
COc1ccc(F)cc1S(=O)(=O)NCCCn1ncccc1=O | -12
Cc1cnc2n(c1=O)C(CC(=O)NCc1ccc(Cl)cc1)CS2 (stereo not given) | -9
COc1ccc2oc(=O)c(C(C)=NNC(=O)c3ccncc3)cc2c1 | -6
CCOc1cc(-c2nnc(NC(=O)c3ccc(C(=O)c4ccccc4)cc3)o2)cc(OCC)c1OCC | -1

SMILES | SSB-PriA inh
CCOc1ccccc1NC(=O)COc1nc(CC)nc2ccccc12 | -7
Cc1nc(Nc2ccccn2)cc(N2CCN(S(=O)(=O)c3ccccc3Cl)CC2)n1 | 23
O=C(COc1ccc(Cl)cc1)Nc1ccc(SCC(=O)N2CCCC2)nn1 | -27
CCOc1ccc2nc(NC(=O)c3ccn(CC)n3)sc2c1 | 8
CCOC(=O)N1CCN(C(=O)Cn2c(=O)n(-c3ccccc3)c(=O)c3oc4ccccc4c32)CC1 | -1
O=C(NCc1ccco1)c1ccc(N2CCC(Cc3ccccc3)CC2)nn1 | -2
O=C(COc1cccc(C(F)(F)F)c1)NCCOc1cc(N2CCCCC2)ncn1 | -18
CON=C(C(=O)N[C@@H]1C(=O)N2C(C(=O)O)=C(COC(N)=O)CS[C@H]12)c1ccco1 | 0
COc1ccc(S(=O)(=O)N(Cc2ccccc2)Cc2ccccc2)cc1 | -16
O=C(c1ccc(=O)[nH]n1)N1CCc2ccccc21 | -6
COC(=O)c1c(NC(=O)c2cccc(N3C(=O)CCC3=O)c2)sc2c1CCN(C(=O)OC)C2 | -6
O=C1OC2(CCN(C(=O)c3ccc(OC(F)(F)F)cc3)CC2)c2ccccc21 | 3

Structures shown so far with fluorine:
SMILES | SSB-PriA inh
CS(=O)(=O)NCCn1ccc(C(F)(F)F)n1 | -10
CC(=NO)C(C)(C)Nc1cccc(F)c1 | -11
O=C(Nc1cnc2ccnn2c1)[C@H]1CC(=O)N(c2ccc(F)cc2)C1 | -16
Cc1c(C(=O)NC2CCN(c3ccc(C(F)(F)F)cn3)C2)cnn1-c1ccccc1 (stereo not given) | 8
O=C(COc1cc(=O)n2ccccc2n1)Nc1ccc(OC(F)(F)F)cc1 | -15
Cc1oc2ccc(OCc3ccc(F)cc3Cl)cc2c1C(=O)OC(C)C | -9
COc1cc2c(cc1OC)C(C)N(C(=O)NC1CC(=O)N(c3ccc(F)cc3)C1)CC2 (stereo not given) | 5
COCCNC(=O)C(=O)NCCN1CCN(c2ccc(F)cc2)CC1 | -13
COc1ccc(S(=O)(=O)N2CCN(c3cccc(C(F)(F)F)c3)CC2)c2ccccc12 | -2
O=C(NCCc1ccc(N2CCCC2)cc1)c1c(F)cccc1Cl | -20
CCOC(=O)c1c(NC(=O)CN2CCN(c3ccc(F)cc3)CC2)sc2c1CCCC2 | -10
Cc1cn2nc(C(=O)NCc3cc(F)ccc3F)cc2c(=O)[nH]1 | 2
COc1ccc(F)cc1S(=O)(=O)NCCCn1ncccc1=O | -12
O=C(COc1cccc(C(F)(F)F)c1)NCCOc1cc(N2CCCCC2)ncn1 | -18
O=C1OC2(CCN(C(=O)c3ccc(OC(F)(F)F)cc3)CC2)c2ccccc21 | 3

Next section:
SMILES | SSB-PriA inh
Cc1ccc(-c2cc3c(=O)n(Cc4ccc(Cl)cc4)ccn3n2)cc1C | -16
O=C(NCc1ccc(F)cc1)C(=O)c1c[nH]c2ccccc12 | 9
COc1ccc(S(=O)(=O)Cc2nc(-c3ccc(OC(C)C)cc3)no2)cc1 | -19
CCn1nc(C)cc1C(=O)Nc1nc2c(s1)CC(C)CC2 (stereo not given) | 5
O=C(CN1C(=O)CCC1=O)Nc1nc(-c2ccc(Cl)c(Cl)c2)cs1 | -17
CN(C)CCN(C(=O)[C@H]1CC(=O)N(c2ccccc2)C1)c1nc2ccc(Cl)cc2s1 | -5
CC1Oc2ccccc2OC1C(=O)N1CCN(c2nc3c(S(C)(=O)=O)cccc3s2)CC1 (stereo not given) | -4
Cn1cnc(S(=O)(=O)Nc2cccc(-c3cnc4n3CCC4)c2)c1 | 8
O=C(c1cnn(-c2ccccc2)n1)N1CCSC(c2ccccc2)CC1 (stereo not given) | -18
Cn1cccc(C(=O)NCCC(O)c2cccs2)c1=O (stereo not given) | 4
OC(COCC1CC2CCC1C2)CN1CCN(C(c2ccccc2)c2ccccc2)CC1 (stereo not given) | 11&21
COc1ccc(-c2cn(N=Cc3ccc(Cl)cc3Cl)c(N)n2)cc1 | 6

SMILES | SSB-PriA inh
CCN(CC)S(=O)(=O)c1ccc(C(=O)Nc2nc(-c3ccc(Cl)c(Cl)c3)cs2)cc1 | -7
CN(C)CCCN1CNC(=S)NC1 | -15
CCCCCCCC(=O)NN=C(C)c1c(O)cc(C)oc1=O | 4
COc1ccc(OC)c(-c2csc(N)n2)c1 | 11

From PubChem
